tim23-1 inh: inhibits growth of tim23-1 mutant yeast | S. cerevisiae tim23-1 growth, BacTiter-Glo luminescence, 24 h | inhibition, % at 20 µM | actives 1.3% (n = 330,000) | AID 463212;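 active means growth inhibition of the mutant yeast at or above 50%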;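 further: temperature-sensitive mutant grown at 25 °C; plate controls were DMSO-treated mutant yeast for no effect and medium wells lacking yeast for full effect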
697 NFkB inh: inhibitors of the PMA/ionomycin-induced NF-kB reporter in 697 B cells. 697 B-cell NF-kB luciferase reporter, 16 h. AID 435022. actives 0.33% (n = 330,000). inhibition, % at 4 µM; in the data active means inhibition above about 35%
tim10-1 inh: growth inhibitors of tim10-1 mutant yeast; S. cerevisiae tim10-1 ts strain growth, BacTiter-Glo, 24 h; inhibition, % at 20 µM; actives 2.2% (n = 330,000);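 active means inhibition of at least 40%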;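 further: mutant grown at 25 °C; 0% = DMSO wells with yeast and 100% = wells holding no yeast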
CHOP UPR activ: activators of apoptotic arm of unfolded protein response (CHOP) | CHO-CHOP luciferase reporter, UPR activation, luminescence; percent of tunicamycin response over DMSO baseline | activation, % at 10 µM | actives 0.34% (n = 330,000) | AID 449763;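 active means at 10 µM dose, activation of 40% or more, normalized to positive control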;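 further: 100% = tunicamycin at 10 µg/mL and 0% = DMSO alone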
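Assay system: CHO-CHOP cells, stable luciferase reporter of PERK-eIF2a-CHOP signalling / Buffer or medium: F12 plus 10% serum / Compound dosing: one dose, 10 µM in 0.5% DMSO / Times: 6 h compound treatment, 37 °C / Technique: luciferase luminescence / Read-out: % reporter activation, DMSO baseline versus tunicamycin full activation / Benchmarks: tunicamycin and DMSO controls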
TIM10 inh: growth inhibitors of TIM10 yeast strain; inhibition, % at 10 µM; S. cerevisiae TIM10 strain growth, BacTiter-Glo luminescence, 24 h; actives 1.4% (n = 330,000);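 active means inhibition of 40% or more at the single tested concentration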;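 further: wild-type TIM10 isogenic control strain grown at permissive 25 °C; 0% = DMSO yeast wells and 100% = minimal medium wells without yeast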
Jurkat NFkB inh: lowers PMA/ionomycin-induced NF-kB signal in Jurkat cells; PMA/ionomycin-induced NF-kB luciferase reporter, luminescence; inhibition, % at 4 µM; actives 0.53% (n = 330,000); in the data active means inhibition above about 50%
UPR XBP1 act: activators of adaptive arm of unfolded protein response (XBP1). CHO-XBP1 luciferase reporter, IRE1-XBP1 UPR activation, luminescence; percent of tunicamycin response, DMSO as zero. activation, % at 20 µM. actives 0.33% (n = 330,000). AID 463104;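 active means versus positive control, 20 µM dose yields 30% or more activation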;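 further: 100% = tunicamycin at 10 µg/mL and 0% = DMSO only wells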
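Material: CHO cell line with stable XBP1 luciferase reporter; schedule: 16-18 h cell attachment at 37 °C, then 6 h compound exposure; signal: glow luminescence from Steady-Glo reagent; medium: serum-containing F12 medium, 10% FBS; benchmarks: tunicamycin 10 µg/mL and vehicle-only wells; read-out: percent activation relative to tunicamycin reference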
Mdm2 MdmX PPI: disrupts the human Mdm2-MdmX interaction | SaOS-2 split-luciferase Mdm2/MdmX complementation, luminescence | AID 485346 | inhibition, % at 8 µM | actives 3% (n = 330,000) | O15151+Q00987;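 active means inhibition of at least 50% at 8 µM in the primary screen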
Target sequence (O15151 whole entry, looked up): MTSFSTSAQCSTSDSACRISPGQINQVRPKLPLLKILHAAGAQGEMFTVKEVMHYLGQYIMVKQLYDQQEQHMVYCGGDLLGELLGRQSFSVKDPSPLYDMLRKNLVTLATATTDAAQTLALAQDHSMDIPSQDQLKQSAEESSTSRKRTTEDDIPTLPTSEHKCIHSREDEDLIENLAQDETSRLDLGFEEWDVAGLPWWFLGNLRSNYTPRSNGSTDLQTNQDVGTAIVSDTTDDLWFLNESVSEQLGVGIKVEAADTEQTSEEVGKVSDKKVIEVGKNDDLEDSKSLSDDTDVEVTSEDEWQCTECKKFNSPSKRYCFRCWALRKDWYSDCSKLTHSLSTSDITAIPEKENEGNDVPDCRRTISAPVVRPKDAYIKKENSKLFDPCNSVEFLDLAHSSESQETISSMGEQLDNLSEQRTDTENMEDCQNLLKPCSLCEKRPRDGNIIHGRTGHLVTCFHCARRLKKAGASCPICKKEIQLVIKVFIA
Target sequence (Q00987 whole entry, looked up): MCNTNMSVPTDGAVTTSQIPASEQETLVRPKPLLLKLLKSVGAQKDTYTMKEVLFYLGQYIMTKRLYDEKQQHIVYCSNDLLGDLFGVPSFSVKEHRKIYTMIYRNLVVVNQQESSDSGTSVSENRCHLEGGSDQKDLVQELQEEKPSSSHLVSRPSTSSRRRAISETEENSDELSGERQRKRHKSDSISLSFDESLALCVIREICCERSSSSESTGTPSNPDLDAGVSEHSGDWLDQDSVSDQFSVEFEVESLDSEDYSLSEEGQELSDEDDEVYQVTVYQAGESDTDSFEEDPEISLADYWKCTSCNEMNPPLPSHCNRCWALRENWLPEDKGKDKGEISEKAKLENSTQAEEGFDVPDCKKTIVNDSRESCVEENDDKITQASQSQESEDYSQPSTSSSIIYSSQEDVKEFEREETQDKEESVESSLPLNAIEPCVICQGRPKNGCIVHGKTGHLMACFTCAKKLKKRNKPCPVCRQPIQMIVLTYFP
Starred values were filed as active, the others as inactive. An unsorted share of the library; any-hit rate near 6.6%.

Field names – A = tim23-1 inh; B = 697 NFkB inh; C = tim10-1 inh; D = CHOP UPR activ; E = TIM10 inh; F = Jurkat NFkB inh; G = UPR XBP1 act; H = Mdm2 MdmX PPI
O=C(COC(=O)/C=C/c1ccc(OC(F)F)cc1)NC1CCCC1
  A = 8; B = 1; C = 6; D = 0.2; E = 10; F = 12; G = -3; H = 23

COc1cc(/C=N/NC(=O)c2nonc2N)cc(OC)c1OC
  A = -8; B = 15; C = -5; D = 3.6; E = 12; F = 5; G = 1; H = 0

CCO[C@H]1OC(C(=O)N2CCN(Cc3ccc4c(c3)OCO4)CC2)=C[C@@H](c2csc3ccccc23)[C@@H]1CCCO
  A = 22; B = 3; C = 20; D = 1.7; E = 2; F = 19; G = -2; H = 33

Cc1cc(C)cc(NC(=O)c2cccnc2)c1
  A = 12; B = -14; C = -5; D = -0.6; E = 13; F = -12; G = 4; H = -13

O=C(Nc1cccc([N+](=O)[O-])c1)c1ccc(CSc2ccccc2)cc1
  A = -16; B = 17; C = 7; D = -1.8; E = -11; F = 2; G = 1; H = 17

C[C@H](CO)N1C[C@H](C)[C@@H](CN(C)C(=O)Nc2ccccc2)Oc2c(cccc2N(C)C)C1=O
  A = 11; B = 0; C = 7; D = 0.7; E = -5; F = 7; G = -4; H = 14

O=C(CCS(=O)(=O)c1ccc(Br)cc1)Nc1ccccc1Cl
  A = 10; B = 2; C = 7; D = 0.2; E = -1; F = -7; G = 8; H = 13

O=C(c1ccc2c(c1)OCO2)N1CCN(c2cccc(C(F)(F)F)c2)CC1
  A = 36; B = -32; C = 33; D = 0.7; E = 34; F = 38; G = -2; H = 39

CSc1ccc(/C=N/n2c(C)nc3ccccc3c2=O)cc1
  A = -10; B = -49; C = -3; D = 3.1; E = -26; F = -43; G = -1; H = -4

CCc1nc(SCC(=O)Nc2ccc(F)cc2F)c2c(=O)n(C)c(=O)n(C)c2n1
  A = 7; B = -15; C = 2; D = 2.2; E = 11; F = -2; G = -1; H = 35

O=C(CSc1nnc(Nc2ccccc2)s1)Nc1cccnc1Cl
  A = 0; B = 23; C = 3; D = 1.4; E = 2; F = -3; G = 1; H = 8

Cc1ncc(S(=O)(=O)c2ccccc2)c(-c2ccccc2Cl)n1
  A = 0; B = -3; C = 30; D = 0.5; E = -16; F = 0; G = -3; H = 10

CS(=O)(=O)N1CCN(c2ccc(C(=O)N3CCOCC3)cc2[N+](=O)[O-])CC1
  A = -3; B = 17; C = 25; D = -0.3; E = 1; F = -5; G = -1; H = -20

CCc1ccc(NC(=O)COc2ccc(Br)cn2)cc1
  A = 11; B = 15; C = 11; D = 0.6; E = 9; F = 10; G = 0; H = 3

CC(C)NC(=O)CSc1ccccc1C(=O)N1CCN(S(=O)(=O)Cc2ccccc2)CC1
  A = 5; B = -21; C = 1; D = 1.1; E = -3; F = 2; G = 2; H = 4

COc1cc(OC)cc(C(=O)N[C@H](C(=O)OCC(N)=O)C(C)C)c1
  A = 12; B = -3; C = 9; D = 2.4; E = 9; F = 12; G = -1; H = 19

Cc1cc(C(=O)COC(=O)C2CCN(C(=O)c3ccc(Cl)cc3)CC2)c(C)n1CC1CCCO1 (stereo unspecified)
  A = 20; B = -7; C = 25; D = 1.2; E = 15; F = -1; G = -3; H = 18

COc1ccccc1C/C(N)=N/OC(=O)COc1ccccc1C
  A = 34; B = 6; C = 41*; D = -0.9; E = 39; F = 1; G = -1; H = 9

CN(CC(=O)Nc1ccc(S(=O)(=O)N2CCCC2)cc1)Cc1ccc(Cl)c(Cl)c1
  A = 41; B = 7; C = 19; D = 2.1; E = -3; F = -1; G = -2; H = -6

CCOc1ccccc1NC(=S)N1CCCc2ccccc21
  A = 17; B = 1; C = 14; D = 0.1; E = -29; F = -24; G = -2; H = 12

O=C(Cn1cnc2c(nnn2Cc2ccccc2)c1=O)N1CCCc2ccccc21
  A = 1; B = 5; C = -5; D = -2.0; E = 3; F = 2; G = -2; H = 6

Cc1ccc(NC(=S)N2CCCC(O)C2)cc1 (stereo unspecified)
  A = 2; B = -6; C = -1; D = 2.1; E = 5; F = -13; G = 2; H = 3

CCn1nc(C)c(CNC(=O)CC2C(=O)NCCN2CC(C)C)c1C (stereo unspecified)
  A = 8; B = 3; C = -8; D = 0.3; E = 23; F = -3; G = -2; H = 6

CC(C)Oc1ccc(C(=O)Nc2ncn[nH]2)cc1
  A = 10; B = 3; C = -8; D = 6.2; E = -7; F = -18; G = -3; H = 4

C=CCn1c(SCC(=O)NC(=O)Cc2ccccc2)nc2ccccc2c1=O
  A = 23; B = 5; C = 14; D = 0.4; E = 10; F = 4; G = -1; H = -13

O=C(c1cccs1)N1CCCC1
  A = 9; B = 30; C = 1; D = -1.5; E = -10; F = 7; G = -2; H = 9

CC(=O)Nc1ccc(NC(=O)C(C)OC(=O)CCC2CCCC2)cc1 (stereo unspecified)
  A = -11; B = 14; C = 4; D = 1.1; E = -6; F = 2; G = -3; H = -8

CCN(C(=O)COC(=O)c1ccccc1O)c1cccc2ccccc12
  A = 39; B = -9; C = 24; D = 0.5; E = 21; F = 0; G = -4; H = -7

CN(/N=C/c1cc(Br)cc(Br)c1O)c1ccccc1
  A = 20; B = 0; C = 43*; D = 2.1; E = 24; F = -7; G = -4; H = -19

O=C(NCCO)c1ccc2nc(-c3ccco3)c(-c3ccco3)nc2c1
  A = 19; B = 14; C = -3; D = 2.0; E = 15; F = -4; G = -2; H = 2

O=C(NC1CC1)c1cccc(Nc2ccc(-c3ccc4c(c3)OCCO4)nn2)c1
  A = 20; B = -62; C = 15; D = 1.1; E = -2; F = -65; G = 6; H = -10

COc1cc2c(cc1OC)CN(C(=S)Nc1ccc(Cl)cc1)CC2
  A = 4; B = -10; C = -25; D = -1.6; E = -11; F = 1; G = -8; H = -8

C=CCOC(=O)C1=C(C)NC(=O)NC1c1ccc(N(C)C)cc1 (stereo unspecified)
  A = -14; B = 4; C = -6; D = -2.6; E = -8; F = 10; G = -6; H = 20

CCOC(=O)CCCNC(=O)CN1C(=O)NC(CCc2ccccc2)C1=O (stereo unspecified)
  A = 8; B = 16; C = 10; D = 1.5; E = 3; F = -1; G = 4; H = 15

CC(=O)Oc1ccc(C(=O)Nn2cnnc2)cc1
  A = 0; B = -6; C = 7; D = -0.9; E = 0; F = -24; G = 0; H = -28

O=C(NCC(O)c1ccc([N+](=O)[O-])cc1)Nc1ccccc1 (stereo unspecified)
  A = 10; B = -7; C = 20; D = 2.2; E = -2; F = -17; G = -4; H = -4

O=C(NCCc1ccccc1)c1ccccc1NC(=O)C1CCCO1 (stereo unspecified)
  A = -5; B = -89; C = -1; D = 2.5; E = 6; F = -75; G = 2; H = -23

CC(C)(C)N(CC#CCC(O)(c1ccccc1)c1ccccc1)CCO
  A = -4; B = -2; C = -11; D = 1.1; E = -4; F = 5; G = -1; H = 28

Cn1c(-c2ccccc2)cnc1SCC(=O)N1CCCCC1
  A = 5; B = -60; C = 5; D = -6.3; E = -6; F = -43; G = -9; H = 48

CC(=O)NC(CC(=O)N(C)Cc1c(F)cccc1Cl)c1ccccc1 (stereo unspecified)
  A = 27; B = 17; C = 4; D = 1.6; E = 2; F = -3; G = -1; H = 3

CCCn1c(SCC(=O)NC2CCCc3ccccc32)n[nH]c1=O (stereo unspecified)
  A = -12; B = 7; C = 4; D = 0.6; E = -2; F = 14; G = 1; H = 3

Cn1ncc(Cl)c1C(=O)Nc1ccc2c(c1)OCO2
  A = 6; B = -6; C = 0; D = 4.6; E = 12; F = -10; G = -4; H = 9

Cn1c(=O)[nH]c(=O)c2c1nc(NCCCn1ccnc1)n2Cc1cccc(Br)c1
  A = 9; B = 32; C = 7; D = 0.5; E = -9; F = -4; G = 1; H = 34

O=C(COC(=O)CNS(=O)(=O)c1ccc2ccccc2c1)Nc1ccc2c(c1)OCO2
  A = 16; B = 8; C = 10; D = -0.1; E = 11; F = 0; G = -4; H = 5

Nc1nnc(SCc2cc3c(cc2Cl)OCO3)s1
  A = 10; B = -11; C = 12; D = 0.1; E = -8; F = 4; G = 0; H = 18

COC(CC(=O)NNC(=S)Nc1ccccc1)OC
  A = -8; B = 8; C = -4; D = -0.2; E = 13; F = 7; G = -1; H = 18

COc1ccc(OC)c(NC(=O)CS(=O)(=O)Cc2ccccc2)c1
  A = -3; B = -19; C = -7; D = 1.4; E = 8; F = 1; G = -4; H = 6

O=C(CCC(=O)Nc1ccc(Oc2ccccc2)cc1)NCCO
  A = -1; B = -15; C = -27; D = 2.3; E = 0; F = -6; G = 5; H = -7

CN(C)CCSc1nnc(-c2ccccc2)o1
  A = 8; B = -11; C = 11; D = -0.8; E = -7; F = -30; G = 0; H = -29

Cc1ccc2nc(NC(=O)CN3C(=O)NC4(CCCCC4)C3=O)sc2c1
  A = 19; B = -22; C = -3; D = 1.0; E = 14; F = -13; G = 5; H = -26

Additional structures follow:
Field names – A = tim23-1 inh; B = 697 NFkB inh; C = tim10-1 inh; D = CHOP UPR activ; E = TIM10 inh; F = Jurkat NFkB inh; G = UPR XBP1 act; H = Mdm2 MdmX PPI
CCN(C#N)c1nc(NC(C)C)nc(NC(C)(C)C)n1
  A = -4; B = -1; C = 28; D = 0.2; E = 10; F = -5; G = 3; H = -5

CC(=O)NNc1cc(C)nc(N)n1
  A = -14; B = 8; C = -3; D = -1.4; E = 3; F = -6; G = 3; H = 14

Cc1noc(C)c1C(=O)NCc1cccs1
  A = 18; B = 2; C = 5; D = -1.4; E = -6; F = -23; G = -2; H = -14

Cc1nc2c(sc(=S)n2Cc2ccco2)c(=O)n1CC(=O)Nc1cc(F)ccc1F
  A = 10; B = -5; C = 13; D = 7.7; E = 12; F = -11; G = -3; H = 31

O=C(NC(=O)N1CCN(c2cccc(Cl)c2)CC1)c1ccc(Cl)cc1
  A = 17; B = 33; C = 13; D = -0.5; E = -18; F = 12; G = -7; H = 29

Cc1c(Br)c(-c2n[nH]c(=S)n2Cc2ccco2)nn1C
  A = 23; B = 8; C = 8; D = 0.7; E = -1; F = -2; G = -2; H = 7

Assay outcomes from PubChem BioAssay.
